Compound activity (PubChem BioAssay)
HT1080NT lethal: kills 2HG-producing HT-1080-NT fibrosarcoma cells | HT-1080-NT fibrosarcoma viability, CellTiter-Glo ATP luminescence, 48 h | Potency, µM (series often up to 46.1 µM), for the others: top-dose activity, negative = less viability, hits mostly cytotoxic | hit rate 1.6% among 360,000;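 further: NT is the 2HG producing partner of a matched IDH1 knockdown line; potency means the concentration at half of the fitted maximal effect; 0% = DMSO-treated cells and -100% = media-only wells without cells; nearly all actives have a fitted effect of over 55% in size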
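Viability of the 2HG-overproducing fibrosarcoma line after 48 hours of compound exposure at 37 degrees C was determined by luminescence with CellTiter-Glo, and concentration-effect curves were then fitted and categorized.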
D3 ag: activates the human D3 dopamine receptor. max activation, %. hit rate 0.58% among 410,000. P35462. D3R DiscoveRx beta-arrestin cells, luminescence, 90 min; in the data active means max activation above about 30%; further: 0% is about no effect; mostly tested at two doses, the higher about 12 µM
Target sequence (P35462 whole entry, looked up): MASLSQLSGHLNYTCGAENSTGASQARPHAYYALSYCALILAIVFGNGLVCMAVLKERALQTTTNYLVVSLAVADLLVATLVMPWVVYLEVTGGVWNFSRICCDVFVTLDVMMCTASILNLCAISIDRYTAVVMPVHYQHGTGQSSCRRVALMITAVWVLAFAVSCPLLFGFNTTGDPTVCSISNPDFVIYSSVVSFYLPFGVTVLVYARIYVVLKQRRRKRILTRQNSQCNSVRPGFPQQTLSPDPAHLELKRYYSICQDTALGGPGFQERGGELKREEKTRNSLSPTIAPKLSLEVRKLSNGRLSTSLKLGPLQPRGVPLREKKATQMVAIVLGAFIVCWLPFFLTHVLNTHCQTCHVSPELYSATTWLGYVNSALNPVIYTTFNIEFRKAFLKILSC
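Cells at 1500/well, incubated overnight, then treated with pinned compounds (dopamine as control) for 90 min at 37 degrees C. DiscoveRx reagent added for 30 - 60 minutes at room temperature; luminescence read.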
GLP-1R agonist: agonists of human GLP-1 receptor. Potency, µM (titrated, usually from 45.6 µM), inactives show top-dose activation, hits mostly activators. P43220. hit rate 0.007% among 380,000. HEK293 GLP-1R CRE-luciferase, luminescence, 4-6 h; cells express a hypersensitive GLP-1R form. AID 624172; further: potency means the concentration at half of the fitted maximal effect; % of control where 0% means no effect
Target sequence (P43220 whole entry, looked up): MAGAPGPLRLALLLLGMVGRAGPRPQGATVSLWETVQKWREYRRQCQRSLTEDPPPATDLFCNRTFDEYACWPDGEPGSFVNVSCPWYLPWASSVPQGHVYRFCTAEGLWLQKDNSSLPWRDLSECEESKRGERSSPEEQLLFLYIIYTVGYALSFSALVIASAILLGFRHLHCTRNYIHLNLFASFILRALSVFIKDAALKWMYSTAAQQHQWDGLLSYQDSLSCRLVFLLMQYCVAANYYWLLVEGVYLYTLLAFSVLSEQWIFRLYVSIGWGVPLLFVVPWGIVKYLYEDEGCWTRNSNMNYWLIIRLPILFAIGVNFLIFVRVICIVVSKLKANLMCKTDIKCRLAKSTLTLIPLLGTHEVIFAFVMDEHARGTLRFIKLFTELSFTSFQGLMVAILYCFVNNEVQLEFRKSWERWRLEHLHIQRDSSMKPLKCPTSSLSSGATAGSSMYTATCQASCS
D3 antag: blocks the human D3 dopamine receptor; P35462; max response, negative = inhibition, %; D3R cells, DiscoveRx beta-arrestin luminescence, antagonist mode; stronger effect = lower value; AID 652054; hit rate 2.5% among 360,000; in the data active means max response below about -50%; inconclusive means no clear call, values can overlap the other calls; further: on the % scale 0 is the no-effect control and ±100 the full control effect; mostly tested at two doses, the higher about 12 µM
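Cells expressing the human receptor were seeded at 1500 cells/well, incubated overnight at 37 degrees C in 5% CO2, then exposed to library compounds with dopamine controls for 90 minutes at 37 degrees C before luminescent detection.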
KB-3-1 tox: KB-3-1 parental cell cytotoxicity; AID 1347075; Potency, µM (titrated, usually from 46.1 µM), for inactives: top-dose activity change, negative = cytotoxic, most hits filed as cytotoxic; hit rate 1.4% among 400,000; KB-3-1 viability, CellTiter-Glo ATP luminescence, 72 h; further: potency means the concentration at half of the fitted maximal effect; on the % scale 0 is the no-effect control and ±100 the full control effect; nearly all actives have a fitted effect of over 60% in size
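Viability of parental KB-3-1 cells, measured by CellTiter-Glo luminescence, followed a 72 h incubation at 37 °C with pinned compounds in phenol-red-free DMEM containing 10% FBS.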
SW480 rerep: induces DNA re-replication in SW480 colon adenocarcinoma cells | SW480 DNA re-replication, Hoechst DNA content imaging, 48 h | Potency, µM (titrated, usually from 46.1 µM), without a hit: at the highest dose re-replication activation, actives largely listed as activators | hit rate 1.8% among 340,000; further: potency means the concentration at half of the fitted maximal effect; % of control where 0% means no effect; nearly all actives have a fitted effect of over 55% in size
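Treated cells incubate 48 hr (37 C, 5% CO2), are stained 40 min with Hoechst, and nuclear fluorescence is enumerated; a rise in nuclei with high DNA signal marks re-replication.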
IL1B secr inh: inhibitors of inflammasome signaling (IL-1 beta secretion); THP-1 LPS/ATP IL-1B secretion, AlphaLISA, 16 h; stronger effect = lower value; activity change, % at 57.5 µM; hit rate 4.7% among 360,000; in the data active means activity change below about -50%; inconclusive means mostly about -30% to -49%; further: on the % scale 0 is the no-effect control and ±100 the full control effect
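THP-1 cells pretreated 1 hr with compounds (up to 57.5 uM final), then stimulated with LPS (250 ng/mL final) plus ATP (1.25 mM final); secreted IL-1B measured by AlphaLISA after 16 hr, decreased signal indicating inhibition.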
HT1080 IDH1KD tx: HT-1080 IDH1 knockdown cell toxicity (counter line). Potency, µM (highest dose often 46.1 µM), without a hit: at the top dose activity, negative = toxicity, actives largely listed as cytotoxic. AID 686971. hit rate 2% among 360,000. HT-1080 IDH1 knockdown viability, ATP luminescence, 48 h;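 further: potency means the concentration at half of the fitted maximal effect; 0% = DMSO wells and -100% = cell-free medium wells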
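Viability of IDH1-knockdown HT-1080 fibrosarcoma cells was assessed by CellTiter-Glo after 48 h at 37 °C with titrated compound; concentration-effect curves were classified by fit quality and response size.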
KB-V1 cytotox: kills drug-selected multidrug resistant KB-V1 cells | KB-V1 MDR cells viability, CellTiter-Glo, 72 h | Potency, µM (titrated, usually from 46.1 µM), for the others: at the top dose activity change, negative = cytotoxicity, actives largely listed as cytotoxic | hit rate 3.4% among 400,000; further: potency means the concentration at half of the fitted maximal effect; on the % scale 0 is the no-effect control and ±100 the full control effect; nearly all actives have a fitted effect of over 60% in size
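Potencies derive from concentration-effect curves fitted to normalized luminescence (CellTiter-Glo) of KB-V1 cells treated for 72 h at 37 degrees C in phenol-red-free DMEM containing 10% FBS.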
* = called active by the depositor; ? = inconclusive; . = not tested or not shown; & = joins results of further samples; [ ] = remark or other dose. Unless noted, the call rests on the fitted dose curve; in most records, active means well fitted curve in the direction sought with a large enough effect; inconclusive means small, poorly fitted or top-dose-only effect, or another doubt; inactive means no such curve, though single readings can be large; an effect the other way counts as inactive or inconclusive. Compounds were not picked by outcome; about 12% have a hit in one of these screens.

SMILES | HT1080NT lethal | D3 ag | GLP-1R agonist | D3 antag | KB-3-1 tox | SW480 rerep | IL1B secr inh | HT1080 IDH1KD tx | KB-V1 cytotox
Cc1ccc(S(=O)(=O)c2nc(-c3cccs3)oc2NCCCN(C)C)cc1 | -3% | -8 | 3% | -29 | 2% | -2% | -1 | -5% | -6%
O=C(c1ccco1)N1C(=O)c2cccc3c(S(=O)(=O)N4CCCC4)ccc1c23 | -4% | -6 | 5% | 2 | -14% | -14% | 14 | 1%[9.24 µM] | ?
CSc1nc2c(cc1C#N)CCCCC2 | 10% | -2 | 5% | 2 | -8% | -3% | 0 | 8% | 0%
COc1ccc(-c2nc3c(c4nnc(SC(C)C(=O)Nc5ccccc5)n24)COC(C)(C)C3)cc1 (stereo not drawn) | 0% | 1 | 1% | 4 | -2% | -3% | 9 | 0% | 23%
Nc1nnc(-c2cccc([N+](=O)[O-])c2)s1 | -2% | 1 | 3% | 3 | 1% | -5% | -15 | -9% | 1%
CN(c1ccc(Cl)cc1)c1cc2c(c3c1ccn3C)C1CCC2C1 (stereo not drawn) | 3% | -1 | -2% | 7 | 0% | . | -2 | 2% | -5%
CCCCCc1c(O)nc(SCCN(CC)CC)[nH]c1=O | 12% | -7 | -5% | ? | -3% | 0% | -13 | 10% | 4%
O=C(COC(=O)c1ccc(Cl)c([N+](=O)[O-])c1)Nc1ccccc1OC(F)F | 0% | 2 | -4% | 1 | -2% | -3% | 5 | 8% | 9%
CC(=O)NC(C)(c1ccccc1)c1nc(-c2cccc(C#N)c2)cs1 (stereo not drawn) | 1% | -8 | 12% | -27 | 0% | . | -18 | 7% | 0%
O=C(CCCc1ccccc1)NCCS(=O)(=O)N1CCN(c2ccc(F)cc2)CC1 | 0% | -9 | 8% | -25 | 0% | -5% | -5 | -2% | ?
Cc1c(C(=O)NC(C)CN2CCCCC2)oc2ccccc12 (stereo not drawn) | 5% | -54 | -2% | -77* | 9% | 0% | -5 | 5% | -1%
O=C(CCc1ccccc1)NC1(Cc2ccccc2)CCN(CCCc2ccccc2)C1=O (stereo not drawn) | ? | 2 | 8% | -24 | ? | -2% | -15 | ? | ?
Cc1cc(C)cc(NC(=S)NCc2ccc(F)cc2)c1 | -1% | -3 | 0% | -8 | -14% | -3% | -11 | 15% | -3%
COc1ccc(/C=C2\C(=N)N3N=C(CC(=O)N4CCOCC4)SC3=NC2=O)cc1 | 0% | 2 | -1% | -19 | ? | -17% | 0 | 2% | -20%
COc1c(C)c2c(c(O)c1C/C=C(\C)CCC(=O)O)C(=O)OC2 | -25% | 4&7 | -1% | 0 | ? | -1% | 125 | -23% | ?
CCC(C)(C)NC(=O)C(c1ccc(C)cc1)N(CC1CCCO1)C(=O)CNC(=O)c1cccs1 (stereo not drawn) | 21% | 2 | 0% | 22 | 4% | -11% | -17 | 0% | 1%
O=C(NCCOc1ccccc1)c1ccccc1NC(=O)C1CCCO1 (stereo not drawn) | -1% | -6 | 10% | -17 | 13% | 3% | 18 | 10% | ?
CCCCOc1ccc(CNC(=O)CN2CCSc3ccccc32)cc1 | . | 12 | -2% | . | -5% | . | . | . | ?
CCOC(=O)C1(Cc2cccc(OC)c2)CCN(Cc2cc(OC)ccc2OC)CC1 | -3% | -10 | 23% | -7 | -15% | 23µM* | -67* | ? | -22%
CCNC(=O)C1(C)CCN(C(=O)c2cccs2)C1 (stereo not drawn) | ? | -3 | 9% | -9 | 0% | . | 39 | 27% | 6%
Cc1onc(-c2c(F)cccc2Cl)c1C(=O)ONC(=O)c1ccco1 | 5% | 1 | -4% | 2 | 3% | 6% | 18 | 1% | 13%
Cc1nn2c(=O)c(NC(=O)c3ccc(F)cc3)cnc2s1 | 0% | 5 | -9% | 19 | 17% | -6% | -1 | 15% | 28%
O=S(=O)(NC1CC1)c1ccc(Br)cc1N1CCC[C@H]1CO | 9% | 3 | 7% | 4 | 18% | -2% | 0 | 3% | -6%
Cc1ccc2c(c1)N(CC(=O)N1CCCc3ccccc31)C(=O)C(C)O2 (stereo not drawn) | 3% | -3 | -5% | 14 | 1% | -6% | -3 | 0% | -11%
COc1ccc(NC(=O)CN2c3cccc4cccc(c34)S2(=O)=O)cc1OC | -8% | 10 | 10% | 19 | 6% | . | 25 | -4% | ?
COc1ccc(OC(C)C(=O)N(C)Cc2nc(-c3ccc(C)cc3)no2)cc1 (stereo not drawn) | -17% | 13 | 3% | 15 | -3% | 2% | 53 | -18% | ?
CCOC(=O)c1cccc(NC(=O)c2ccc(-n3cnnn3)cc2)c1 | 13% | 74* | 9% | -3 | 18% | -14% | -25 | 7% | 4%
O=S1(=O)CCO[C@H]2Cc3ccccc3[C@H]2N1Cc1ccc(F)cc1 | -2% | -3 | 1% | 5 | 1%&8% | 3% | 5 | 1% | -24%&-12%
CCCOC(=O)c1ccc(NS(=O)(=O)c2cccs2)cc1 | 0% | -3 | -5% | -16 | -4% | -20% | -22 | 2% | 5%
Cc1ccc(OCc2cc(C(=O)NCc3cnn(-c4cccc(F)c4)c3)no2)cn1 | 17% | 7 | -2% | 20 | 2% | -4% | 13 | 0% | -10%
COc1ccc(C(=S)N2CCOCC2)cc1OC(=O)c1ccc(C)cc1 | 0% | -1 | 18% | -24 | 2% | -30% | -2 | 4% | 16%
COc1ccc(CN(C)C(=O)c2cc(S(=O)(=O)N3CCOCC3)ccc2N2CCCC2)cc1 | -2% | -4 | 13% | 0 | -11% | -103%[inhibitor] | 28 | -2% | ?
O=C(NCc1ccccn1)c1cc(-c2ccccc2Cl)nc2ccccc12 | 5% | 3 | 24% | 8 | 14% | -33%[inhibitor] | 8 | 9% | 18µM*
CC(CN1CCN(Cc2ccccc2)CC1)OC(=O)c1ccco1 (stereo not drawn) | 0% | -8 | 17% | ? | 0% | -15% | 28 | 15% | -4%
c1ccc2oc(-c3ccc4nc[nH]c4c3)nc2c1 | -12% | 4 | 1% | 42 | 10% | -5% | 8 | -15% | -6%
CC1(C)Oc2ccc3ccc(=O)oc3c2/C(=C/Nc2ccccn2)C1=O | 15% | 8 | -6% | 26 | 15% | 0% | -15 | 14% | -2%
CC1(C(=O)NS(=O)(=O)c2cccc(F)c2)CCN1C(=O)Cc1ccc(Cl)cc1Cl (stereo not drawn) | 8% | 5 | -2% | -11 | 0% | . | -16 | 3% | 3%
COc1ccc(CCNC(=O)c2cc(=O)[nH]c3ccccc23)cc1 | 0% | 4 | 8% | 9 | 17% | -2% | 10 | 13% | 0%
CN(C)C=Nc1nonc1-c1ccccc1 | -8% | 6 | 2% | 6 | 2% | 0% | -20 | -1% | 12%
CCN(Cc1ccccc1)C(=O)C1CCN(c2ncnc3c2nc2n3CCCCC2)CC1 | -1% | -4&6 | 13% | -3 | 4% | 0% | ? | -17% | 8%
COc1ccc2[nH]c(C)c(CCNC(=S)Nc3cccc(C)c3)c2c1 | 4% | 0 | 13% | 1 | 7% | ? | -7 | 12% | 0%
CC(C)OC(=O)CSc1nc(N)c(C#N)c(-c2ccco2)c1C#N | ? | -1 | 10% | 6 | -3% | -5% | 0 | ? | -9%
COC(=O)CSc1snnc1-c1ccc(Cl)c(Cl)c1 | 5% | -5 | 1% | -1 | 0% | 2% | -10 | 7% | 16%
O=C(O)/C=C/c1ccc(S(=O)(=O)Nc2ccc(C(=O)NCC(=O)O)cc2)cc1 | -1% | 3 | 2% | 0 | 17% | 1% | 25 | 3% | 4%
O=C1C(=O)N(CCCO)C(c2ccccc2)/C1=C(\O)c1ccc(Br)cc1 (stereo not drawn) | 4% | 5 | -5% | 5 | 8% | -1% | 13 | 5% | 3%
O=C(N/N=C/c1sc(=O)[nH]c1-[n+]1ccc2ccccc2c1)c1ccccc1[O-] | -19% | 22 | -3% | 11 | 8.2µM* | 140% | 8 | -20% | ?
CN(CC(=O)Nc1ccccc1Cl)C(=O)COC(=O)c1ccc(-c2ccc(O)cc2)cc1 | -1% | 1 | 0% | 2 | -4% | -4% | 42 | -23% | 3%
COc1ccc(CCNC(=O)c2ccco2)cc1 | 24% | 2 | 11% | ? | -4% | -5% | 14 | 18% | 3%

The final three records of the part before open the next one:
SMILES | HT1080NT lethal | D3 ag | GLP-1R agonist | D3 antag | KB-3-1 tox | SW480 rerep | IL1B secr inh | HT1080 IDH1KD tx | KB-V1 cytotox
O=C(N/N=C/c1sc(=O)[nH]c1-[n+]1ccc2ccccc2c1)c1ccccc1[O-] | -19% | 22 | -3% | 11 | 8.2µM* | 140% | 8 | -20% | ?
CN(CC(=O)Nc1ccccc1Cl)C(=O)COC(=O)c1ccc(-c2ccc(O)cc2)cc1 | -1% | 1 | 0% | 2 | -4% | -4% | 42 | -23% | 3%
COc1ccc(CCNC(=O)c2ccco2)cc1 | 24% | 2 | 11% | ? | -4% | -5% | 14 | 18% | 3%
O=C(CCN1C(=O)C2C3C=CC(C3)C2C1=O)N1CCN(c2ccccc2F)CC1 (stereo not drawn) | 6% | 2 | 2% | 17 | 10% | 3% | -5 | 1% | -24%
NC(=O)c1sc2nc(-c3ccccc3)c3c(c2c1N)CCCC3 | -7% | 0 | -3% | 5 | 21% | 15µM* | 8 | -1% | 0%
C/C(CC(=O)Nc1cccc(Cl)c1Cl)=N\NC(=O)c1ccccc1N | -24% | 0 | 9% | -16 | -1% | 2% | -56* | -25% | -14%
CN(C)S(=O)(=O)c1ccc(NC(=O)C2CCCN(C(=O)c3ccc(Cl)cc3)C2)cc1 (stereo not drawn) | -3% | 4 | 4% | -7 | 1% | 4% | 72 | -2% | -13%
COc1ccccc1CNC(=O)CCNS(=O)(=O)c1ccc2c(c1)CCCC(=O)N2 | . | -4 | -7% | . | 11% | . | . | . | 1%
O=C(Nc1cccc(S(=O)(=O)N2CCCCC2)c1)C1CCN(C(=O)c2ccc(Cl)cc2)CC1 | 0% | 3 | -12% | -2 | . | 9% | 10 | -8% | .
